E-sel TNF inh: E-selectin induction blockers in HUVEC – imaging, immunofluorescence, high content, primary screen; HUVEC TNFa-induced E-selectin immunofluorescence; AID 1246, 2008; inhibition, % at 2 µM; 120,000 compounds, 0.71% hits;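 active = inhibition above the batch mean plus 3 SD, and confirmed as a hit on visual image review, cut at about 43% in these data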;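 note: 0% = TNF-stimulated DMSO wells and 100% = unstimulated control wells; not every result past the cut was called active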
Active calls of the source: *. This is a subset; count on the stated rates, not on these rows.

SMILES | E-sel TNF inh
O=C1CCC/C(=N/Nc2ccc(Cl)cc2)C1 | -11
Cc1ccc(N(C(=O)Cn2nnc(-c3ccc(F)cc3)n2)C(C(=O)NC(C)(C)C)c2ccncc2)cc1 (configuration not stated) | -18
CCC(=O)c1ccc(O)c(OC)c1 | -8
O=C(Cc1cccc2ccccc12)Nc1ccc(N2CCOCC2)cc1 | -9
Cc1ccc(NC(=O)Nc2ccnc(-c3cccnc3)n2)cc1 | 13
COc1ccc(/C=N/NC(=O)c2ccc(F)cc2)cc1CN1CCc2cc(OC)c(OC)cc2C1C (configuration not stated) | -17
COc1ccc2c(CC(=O)Nc3nc(C)cs3)coc2c1 | 25
O=C(NCC1CCCO1)C(c1ccncc1)N(Cc1cccs1)C(=O)Cn1nnc(-c2ccc(F)cc2)n1 (configuration not stated) | -5
CC(CN1C(C)CCCC1C)OC(=O)c1ccc(Cl)cc1 (configuration not stated) | 2
COc1cccc(C(c2nnnn2Cc2ccco2)N2CCN(Cc3ccccc3)CC2)c1OC (configuration not stated) | -16
O=C1c2cccc([N+](=O)[O-])c2C(=O)N1c1cccnc1 | 12
COc1ccc(S(=O)(=O)N2CCN(C(=O)NC3CCCCC3)CC2)cc1 | -9
COc1ccc(N2CCN(CC(O)COC(C)(C)C)CC2)cc1 (configuration not stated) | -8
COc1cccc2sc(N(CCCN(C)C)C(=O)C(c3ccccc3)c3ccccc3)nc12 | -8
CCC/C=N/NC(=O)C1COc2ccccc2O1 (configuration not stated) | 11
O=C(NNC(=O)c1sccc1-n1cccc1)c1cccs1 | -68
Cc1nn(-c2ccccc2)c(N2CCCCC2)c1/C=N/NC(=O)c1ccncc1 | 16
CCOc1ccc(CN(C)CC(=O)NCc2ccccc2Cl)cc1 | -27
O=C(N/N=C/c1ccc(-c2cccc([N+](=O)[O-])c2)o1)c1cccs1 | -18
Cc1ccc(C(=O)CSc2ccc(-c3cccnc3)nn2)cc1 | -28
CCOC(=O)c1c(N2C(=O)Nc3ccccc3N2O)n[nH]c1-c1cccc(Cl)c1 | 3
COCCCNC(=O)CSC1=Nc2ccccc2C2=NC(c3ccccc3)C(=O)N12 (configuration not stated) | -4
CCC1Cc2c(nc(N)c3c(N)nc(N4CCCCC4)c(C#N)c23)O1 (configuration not stated) | -9
CC(C)NC(=O)/C(C#N)=C\c1ccc(N(C)C)o1 | -12

The closing 6 compounds of the part above are carried over, then new ones follow.
SMILES | E-sel TNF inh
O=C(N/N=C/c1ccc(-c2cccc([N+](=O)[O-])c2)o1)c1cccs1 | -18
Cc1ccc(C(=O)CSc2ccc(-c3cccnc3)nn2)cc1 | -28
CCOC(=O)c1c(N2C(=O)Nc3ccccc3N2O)n[nH]c1-c1cccc(Cl)c1 | 3
COCCCNC(=O)CSC1=Nc2ccccc2C2=NC(c3ccccc3)C(=O)N12 (configuration not stated) | -4
CCC1Cc2c(nc(N)c3c(N)nc(N4CCCCC4)c(C#N)c23)O1 (configuration not stated) | -9
CC(C)NC(=O)/C(C#N)=C\c1ccc(N(C)C)o1 | -12
COc1ccccc1OCCC(=O)OCC(=O)Nc1ccc(Br)cc1F | -24
Cc1cc(C)cc(N(C(=O)CCC(=O)Nc2ccccn2)C(C(=O)NC(C)C)c2ccc(O)cc2)c1 (configuration not stated) | 8
Cc1ccc(Cn2ccsc2=NC(=O)CCl)cc1 | -7
COC(CC(=O)NNC(=S)Nc1ccccc1)OC | 3
O=C(Cc1ccccc1)NN1C(=O)c2ccccc2C1=O | -14
Cc1nc2ccc(NC(=O)c3ccccc3)cc2s1 | 20
O=C(CCC(=O)Nc1ccccc1)NNS(=O)(=O)c1ccccc1[N+](=O)[O-] | -29
Oc1ccccc1C=NC1CCCCC1N=Cc1ccccc1O (configuration not stated) | 10

An excerpt from above in order of the E-sel TNF inh value, descending.
SMILES | E-sel TNF inh
Cc1nc2ccc(NC(=O)c3ccccc3)cc2s1 | 20
Cc1ccc(Cn2ccsc2=NC(=O)CCl)cc1 | -7
O=C(Cc1ccccc1)NN1C(=O)c2ccccc2C1=O | -14
O=C(CCC(=O)Nc1ccccc1)NNS(=O)(=O)c1ccccc1[N+](=O)[O-] | -29

More entries.
SMILES | E-sel TNF inh
CCC1(CC)N=C(c2ccccc2)C(=S)N1 | -6
N/C(=N\NC(=O)c1ccccc1)c1cc2ccccc2oc1=O | -25
Cn1cc(SCC(=O)NCCc2ccccc2)c2ccccc21 | -24
CC(C)(C)c1ccc(C(=O)Nc2sc3c(c2C(=O)O)CCC3)cc1 | 9
CNS(=O)(=O)c1ccc(NC(=O)c2ccoc2C)cc1 | 55
COc1ccccc1N/N=C(\C#N)C(=N)N1CCOCC1 | 4
N#CCNC(=O)c1cccn1-c1ncc(C(F)(F)F)cc1Cl | 20
COc1ccc(-n2cc(CNCCc3nc(C)cc(C)n3)c(-c3ccccc3Cl)n2)cc1 | -3
CCOC(=O)C(NC(C)=O)(Nc1ccc(S(=O)(=O)Nc2ncccn2)cc1)C(F)(F)F (configuration not stated) | -22
O=C(NNC(=O)C1CC=CCC1C(=O)O)c1cccs1 (configuration not stated) | 24
Cc1ccccc1CC1(CO)CCCN(Cc2nc(-c3cccs3)oc2C)C1 (configuration not stated) | -16
Cc1cc(C)c(OCCN(C)C)c(Cl)c1 | -76
O=C(Nc1ccc(N2CCCC2)c(Cl)c1)c1cccs1 | -7
O=C(CSc1cccc[n+]1[O-])c1cc(Cl)ccc1Cl | -25
Cc1cccc(C(=O)NNC(=O)Nc2ccccc2)c1 | 65*
CCN1/C(=C\C=C(C(C)=O)C(C)=O)Sc2ccccc21 | -1
O=C(COC(=O)c1ccco1)NCc1ccc(Cl)cc1 | -1
O=C(N/N=C/c1c[nH]c2ccc(Br)cc12)c1ccccn1 | -13
CCn1c(C)[n+](Cc2ccccc2)c2ccc(Cl)cc21 | 20
O=C(NCCc1ccccc1)C1c2ccccc2C(=O)N1Cc1cccs1 (configuration not stated) | -2
CCN1CCCC1CNC(=O)CCc1nnc(CCC2CCCCC2)o1 (configuration not stated) | -26
CN(C)CCCN(C(=O)c1ccc(N2C(=O)CCC2=O)cc1)c1nc2c(F)cccc2s1 | 24
O=C(NCC1CCCO1)C1CCN(C2CCN(C(=O)C3CCCCC3)CC2)CC1 (configuration not stated) | 13
O=C(CSc1nc2ccccc2o1)NC1CCCC1 | -9
CCOc1ccc(Cc2noc3c2C(=O)CCC3)cc1OCC | -2
O=C(O)c1cc(N2C(=O)C3CCCCC3C2=O)ccc1NCc1cccnc1 (configuration not stated) | -12
COc1cc(C(=O)c2ccccc2)c(OC)cc1C(=O)Nc1ccc(O)cc1 | 2
CN(C)c1nnnn1Cc1ccccc1 | 24
CC[n+]1ccc2cc(OC)c(OC)cc2c1Cc1ccc(OC)c(OC)c1 | -2
Cc1ccc(N2C(=O)CC(Cc3cc(C)cc(C)c3)C2=O)cc1 (configuration not stated) | -18
Cc1ccc(-c2cc(-c3n[nH]c(=S)n3C)c3ccccc3n2)cc1 | 33
Cc1cc(OCC#N)nc(N)n1 | 3
C/C(=N\Nc1ccc(Cl)c(C(=O)O)c1)c1ccc2c(c1)OCO2 | -5
Cc1cc(C)nc(N2C(=O)CC(Cc3ccc(Cl)cc3)C2=O)n1 (configuration not stated) | -3
Cn1c(NC(=O)Cc2cccc3ccccc23)cc(=O)n(C)c1=O | 9
COc1ccc([N+](=O)[O-])cc1NC(=O)C1(c2ccccc2)CCOCC1 | 7
Fc1ccc(CNc2nc(-c3ccccc3)nc3ccccc23)cc1 | 100*
Cc1cc(NC(=O)CN(C)S(=O)(=O)c2cccc(Cl)c2)no1 | -7
CC(NC(=O)c1cc(-c2ccccc2)nc2ccccc12)C1CCCO1 (configuration not stated) | 9
Clc1ccc(-c2ncc3ccccn23)cc1 | -5
NS(=O)(=O)c1cccc(NC(=O)COc2ccc([N+](=O)[O-])cc2)c1 | -6
CN(/C=C/c1c([N+](=O)[O-])c(=O)n(C)c(=O)n1C)c1ccccc1 | -3
O=C(/C=C\c1cccs1)N1CCN(Cc2ccc3c(c2)OCO3)CC1 | -4
CC(C(=O)O)n1cc(Cl)cn1 (configuration not stated) | 11
O=S(=O)(c1ccc(N2CCCC2)nc1)N1CCCC1 | 28
Cc1ccc(O)c(-c2cc(-c3cccc(Br)c3)n[nH]2)c1 | -6
O=C(CCNC(=O)c1ccc([N+](=O)[O-])cc1)Nc1nccs1 | 0
Cc1sc2nc(-c3ccccn3)[nH]c(=O)c2c1-c1ccccc1 | -22
O=C(Nc1sc2c(c1C(=O)O)CCCCC2)c1ccccc1F | 2
CC(=O)OCC1=C(C(=O)O)N2C(=O)C(NC(=O)C(C)Cn3cc(Cl)cn3)C2SC1 (configuration not stated) | 0
O=C(N/N=C1/CCS(=O)(=O)c2ccc(F)cc21)c1cccnc1 | -26
NS(=O)(=O)c1ccc(CCNC(=O)c2ccc(C#CC3(O)CCCCC3)cc2)cc1 | -38
O=C(CC1Sc2ccccc2NC1=O)NCc1cccc(Cl)c1 (configuration not stated) | 48
CCOc1ccc(NC(=O)Cn2c(=O)n(CC3CCCO3)c(=O)c3ccccc32)cc1 (configuration not stated) | 4
CC(=O)Nc1ccc(NC(=S)NC(=O)/C=C/c2ccccc2)cc1 | 23
COc1ccc(OC)c(NC(=O)COC(=O)Cc2ccc(Br)cc2)c1 | -15

The list goes on:
SMILES | E-sel TNF inh
COc1ccc2cc(/C(C)=N/NC(=O)C3CC3)ccc2c1 | -26
CN(CCC#N)C(=O)COC(=O)c1cc(Cl)cc(Cl)c1N | -77
COc1ccc(C(=O)OCC[N+]2(C)CCOCC2)cc1 | 5
Cc1nc(SCC(=O)Nc2ccccn2)n[nH]1 | -19
COc1ccc(CCCc2nnc(SCC(=O)Nc3ccccc3F)o2)cc1 | 6
O=C(O)C1CC=CCC1C(=O)Nc1cccnc1 (configuration not stated) | -16
O=C(NC1CC1)c1ccc2c(Cl)c3c(nc2c1)CCCC3 | -6
COCCCNC(=S)N/N=C/c1ccc(N(C)C)cc1 | -6
O=C(NCC1CCCO1)c1ccccc1S(=O)(=O)c1ccc([N+](=O)[O-])cc1 (configuration not stated) | 0
O=C(N/N=C\c1ccccc1)c1ccccc1-n1cccc1 | -3
Cc1ccc2oc(-c3ccc(NC(=O)c4ccncc4)cc3O)nc2c1 | -7
COc1ccc(COCC(O)CN2CCC(C(N)=O)CC2)cc1OC (configuration not stated) | -26
O=C1CCC(/C=C/c2ccccc2)=NN1Cc1ccccc1 | -18
COc1ccc(N(C)S(=O)(=O)c2cccc(C(=O)NC3CCCC3)c2)cc1 | 8
CS(=O)(=O)NN1C(=O)c2ccccc2NC1c1ccccc1O (configuration not stated) | -18
O=C(COc1ccc(-n2ccnc2)cc1)Nc1cccc(Cl)c1 | -37
COc1ccccc1NC(=O)c1cc(Br)ccc1Cl | 15
O=C(CCCc1c[nH]c2ccccc12)NCc1cccs1 | -15
CCOc1cc(/C=C2\SC(=N)N(c3nonc3N)C2=O)ccc1OCCN1CCOCC1 | 0
CCOc1ccc(NC(=O)CNC(=O)c2ccc([N+](=O)[O-])cc2)cc1 | 6
COc1ccc(SCCc2ccncc2)cc1 | 0
COCCn1cnnc1SCC(=O)Nc1sccc1C(N)=O | -2
Brc1ccc(/C=N/Nc2nncc(-c3ccccc3)n2)o1 | -7
CCOC(=O)/C=C/C(=O)OCC(=O)Nc1ccc(C)cc1 | 12
Cc1cc(Nc2ccccc2)n(-c2ccc(C(=O)O)cc2)n1 | -37
CCc1ccc(CN2C(=O)c3ccccc3C2C(=O)NCC2CCCO2)cc1 (configuration not stated) | -5
Cc1cc(C)cc(N(C(C)C(=O)N2CCOCC2)S(C)(=O)=O)c1 (configuration not stated) | -40
O=C(N/N=C\c1ccccn1)C1c2ccccc2Oc2ccccc21 | 6
CC(CCc1ccccc1)NC(=O)CN1CCc2ccccc2C1 (configuration not stated) | -34
COc1cc(CCC(=O)Nc2nnc(-c3cccnc3)s2)cc(OC)c1OC | 1
CCOC(=O)c1c(-c2ccc(C)cc2)csc1/N=C/N(C)C | 12
CCOCCCNC(=S)N1CCCN(c2nc3cc(C)cc(C)c3cc2C#N)CC1 | -17
Cc1nnc(C)n1/N=C/c1cc2ccccc2nc1Cl | -28
Cc1cc(Cl)ccc1OCC(=O)NCC(=O)N/N=C/c1ccco1 | 14
Cc1ccc(CN2CCSc3ccc(C(=O)NCc4ccccn4)cc32)cc1 | -12
CCOC(=O)C1(Cc2ccccc2C)CCCN(S(=O)(=O)c2cccnc2)C1 (configuration not stated) | -14
CCOc1ccccc1NC(=O)CN1C(=O)C(C)SC(C)C1=O (configuration not stated) | 4
CN(Cc1ccon1)Cc1cn(C)nc1-c1cccc(Cl)c1 | -5
COc1ccccc1N1CCN(C(=O)COc2cccc(C)c2C)CC1 | 38
Cc1cc(=O)[nH]c(/N=C(\N)Nc2ccc3c(c2)OCCO3)n1 | -72
O=S(=O)(c1ccc(Cl)cc1)N1CCC(O)(CN2CCN(Cc3ccccc3)CC2)CC1 | 2
O=C(O)c1n[nH]nc1-c1ccccc1 | -24
CC1=CC2=NC(=O)CC(C)(C(=O)N(CC(=O)NC3CCCC3)c3cc(C)cc(C)c3)N2C=C1 (configuration not stated) | 19
Cc1ccc(S(=O)(=O)NCC(=O)NCC(=O)OCC(=O)NC(=O)NC(C)(C)C)cc1C | 33
O=S(=O)([N-]c1nc2ccccc2nc1-[n+]1ccc(-c2ccncc2)cc1)c1ccccc1 | -39
O=C1c2ccccc2-n2c1nc1ccccc1c2=O | -9
O=C(COc1cccnc1[N+](=O)[O-])N1CCc2ccccc21 | -22
Cc1cc(NC(=O)CC(F)(F)F)n(-c2ccccc2)n1 | -13
CCOc1ccc(-c2cnc(N)n2C)cc1 | -6
CC1CCC2(CC1)NC(=O)N(CC(=O)Nc1sc3c(c1C(N)=O)CCC3)C2=O (configuration not stated) | -6
CCOc1ccc2[nH]cc(C(=O)NCCCN3CCOCC3)c(=O)c2c1 | 3

Screening results as filed in PubChem BioAssay.
